# Screening data (PubChem BioAssay)
# DRD3 agonist: qHTS of D3 Dopamine Receptor Agonist: qHTS; 410,000 tested, 0.58% active; D(3) dopamine receptor (Homo sapiens), P35462; D3R DiscoveRx beta-arrestin cells, luminescence, 90 min; AID 652048, 2013; max activation, %; in the data active = max activation above about 30%; note: 0% is about no effect; mostly tested at two doses, the higher about 12 µM
#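 Agonist-mode cell screen: cells plated at 1500/well and incubated overnight at 37 °C, then exposed to library compounds for 90 min at 37 °C. Detection reagent was added for 30–60 min at room temperature, and luminescence was read.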
# aSyn rescue: qHTS of alpha-syn Inhibitors; Yeast expressing alpha-synuclein, growth rescue, BacTiter-Glo, 24 h; Potency, µM (series often up to 46.1 µM), without a hit: top-dose growth rescue (activation), actives largely listed as activators; 370,000 tested, 0.14% active; note: potency is the fitted concentration of half-maximal effect; % of control where 0% means no effect; nearly all actives have a fitted effect of over 65% in size
#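 Rescue of yeast growth: cells expressing toxic alpha-synuclein, induced in galactose at OD600 0.02, incubated with compound 24 h at 30 C. ATP luminescence quantified growth; inhibitors of toxicity appear as activators.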
# Abeta yeast res: qHTS for compounds that reverse cellular toxicity of Amyloid beta (A-beta) peptide in yeast: Primary Screen; Potency, µM (top dose mostly 46.1 µM), without a hit: at the top dose growth rescue, hits mostly activators; 410,000 tested, 0.063% active; yeast expressing A-beta42, growth rescue, OD600, 48 h; response scale: 0% DMSO, 100% iron-clioquinol control; AID 1347071, 2019; note: potency is the fitted concentration of half-maximal effect; nearly all actives have a fitted effect of over 55% in size
#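 Growth rescue measured by 600 nm absorbance after 48 h yeast culture at 30 C with compound. Values normalized between DMSO and an equimolar ferric chloride plus clioquinol control.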
# EPAC2 ag: qHTS for Agonist of cAMP-regulated guanine nucleotide exchange factor 4 (EPAC2): primary screen. Rap guanine nucleotide exchange factor 4 (Homo sapiens), Q8WZA2. EPAC2 activation, biochemical qHTS; response scale: 100% = 6.5 mM cAMP response. Potency, µM (titrated, usually from 154 µM), for the others: at the top dose activation, usual class: activators. 360,000 tested, 0.079% active. AID 720711, 2013; note: potency is the fitted concentration of half-maximal effect; nearly all actives have a fitted effect of over 50% in size
# Target sequence (Q8WZA2 whole entry, looked up): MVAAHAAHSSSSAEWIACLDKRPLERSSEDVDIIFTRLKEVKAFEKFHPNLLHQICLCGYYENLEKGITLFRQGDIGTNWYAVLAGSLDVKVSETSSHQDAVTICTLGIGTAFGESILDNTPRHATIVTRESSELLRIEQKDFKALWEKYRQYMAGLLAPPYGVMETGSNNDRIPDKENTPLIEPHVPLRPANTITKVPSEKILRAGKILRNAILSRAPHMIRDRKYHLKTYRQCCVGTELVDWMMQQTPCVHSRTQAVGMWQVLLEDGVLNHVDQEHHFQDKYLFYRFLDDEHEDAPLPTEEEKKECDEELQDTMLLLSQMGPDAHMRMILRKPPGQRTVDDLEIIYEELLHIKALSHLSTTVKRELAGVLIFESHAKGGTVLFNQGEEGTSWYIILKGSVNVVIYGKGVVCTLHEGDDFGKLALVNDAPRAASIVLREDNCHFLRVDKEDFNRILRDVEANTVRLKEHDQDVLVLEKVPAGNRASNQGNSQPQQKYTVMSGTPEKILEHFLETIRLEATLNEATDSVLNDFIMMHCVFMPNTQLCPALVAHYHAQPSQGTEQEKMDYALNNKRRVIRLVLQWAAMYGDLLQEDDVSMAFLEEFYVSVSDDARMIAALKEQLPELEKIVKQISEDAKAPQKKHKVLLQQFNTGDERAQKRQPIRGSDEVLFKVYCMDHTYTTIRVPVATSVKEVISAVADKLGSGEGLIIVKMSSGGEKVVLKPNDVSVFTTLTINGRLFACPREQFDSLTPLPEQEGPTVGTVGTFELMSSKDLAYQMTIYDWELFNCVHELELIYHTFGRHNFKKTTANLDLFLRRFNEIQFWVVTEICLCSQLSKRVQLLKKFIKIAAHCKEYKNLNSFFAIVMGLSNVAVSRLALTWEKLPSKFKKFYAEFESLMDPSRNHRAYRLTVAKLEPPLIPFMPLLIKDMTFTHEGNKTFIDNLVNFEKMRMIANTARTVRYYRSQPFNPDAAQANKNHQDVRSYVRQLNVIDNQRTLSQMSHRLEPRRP
#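 In this primary screen, activation is scored as increased exchange of BODIPY-GDP from Rap1B by 100 nM EPAC2, with 50 uM GDP as competitor. Signal is normalized to the 6.5 mM cAMP agonist control.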
# EPAC2 antagonist: qHTS for Antagonist of cAMP-regulated guanine nucleotide exchange factor 2 (EPAC2): primary screen; EPAC2 GEF exchange of Rap1B-BODIPY-GDP, fluorescence; Potency, µM (titrated, usually from 114 µM), for the others: at the highest dose activity, negative = inhibition, usual class: inhibitors; 360,000 tested, 0.18% active; AID 720708, 2013; note: potency is the fitted concentration of half-maximal effect; % is set by controls: 0 for no effect and ±100 for the full control effect; nearly all actives have a fitted effect of over 45% in size; many of its hits are not listed in these tables
# DRD3 antagonist: qHTS of D3 Dopamine Receptor Antagonist: qHTS. D3R cells, DiscoveRx beta-arrestin luminescence, antagonist mode; stronger effect = lower value. 360,000 tested, 2.5% active. D(3) dopamine receptor (Homo sapiens), P35462. max response, negative = inhibition, %; in the data active = max response below about -50%; inconclusive = no clear call, values can overlap the other calls; note: % is set by controls: 0 for no effect and ±100 for the full control effect; mostly tested at two doses, the higher about 12 µM
#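 Cells expressing the human receptor were seeded at 1500 cells/well, incubated overnight at 37 degrees C in 5% CO2, then exposed to library compounds with dopamine controls for 90 minutes at 37 degrees C before luminescent detection.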
# FUS yeast rescue: qHTS for Suppressors of FUS Proteinopathy: Primary screen using FUS-linked yeast assay; 390,000 tested, 0.24% active; S. cerevisiae FUS-expressing, growth rescue, OD600, 24 h; Potency, µM (doses to about 76.6 µM), without a hit: at the highest dose growth rescue (activation), actives largely listed as activators; AID 1347120, 2019;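 note: potency is the fitted concentration of half-maximal effect; plate controls were DMSO vehicle for no effect and reference control for full effect; nearly all actives have a fitted effect of over 55% in size; some results filed as inactive show a strong effect at the top dose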
#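 Read-out: OD at 600 nm after 24hr at 30C, reporting rescue of FUS-induced yeast toxicity. Cells at OD 0.005 in galactose (2%) minimal medium; compounds tested in a dilution series; CP55940 titration from 92uM final as control.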
# TDP43 rescue: qHTS of TDP-43 Inhibitors | TDP-43 expressing yeast growth rescue, BacTiter-Glo, 24 h | 410,000 tested, 1.8% active | Potency, µM (series often up to 46.1 µM), inactives show top-dose growth rescue (activation), usual class: activators; note: potency is the fitted concentration of half-maximal effect; % of control where 0% means no effect; nearly all actives have a fitted effect of over 50% in size
#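 Galactose-induced TDP-43 yeast, OD600=0.02, compound pinned; 24 hr, 30 deg C; BacTiter-Glo luminescence for growth. Inhibitors of TDP-43 toxicity read as activators.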
# * hit, by the source's call; ? = inconclusive; . = no result given; [ ] = dose if it differs, or a comment. Unless noted, calls come from the whole dose curve; as a rule, active = well fitted curve in the direction sought with a large enough effect; inconclusive = small, poorly fitted or top-dose-only effect, or another doubt; inactive = no such curve, though single readings can be large; an effect the other way counts as inactive or inconclusive.
SMILES,DRD3 agonist,aSyn rescue,Abeta yeast res,EPAC2 ag,EPAC2 antagonist,DRD3 antagonist,FUS yeast rescue,TDP43 rescue
Cc1ccc2c(Cl)c(C)c(N3CCCC3)nc2n1,3,2%,-12%,7%,-1%,12,15%,6%
CC(=O)Nc1ccc(/C(C)=N/NC(=O)C2CC2c2ccccc2)cc1 (stereo unspecified),1,-6%,-10%,2%,3%,17,.,-2%
COc1cccc(N(CC(=O)Nc2cccnc2)S(C)(=O)=O)c1,1,6%,4%,-1%,0%,21,6%,-6%[9.22 µM]
N=c1ccn(Cc2ccc([N+](=O)[O-])cc2)cc1,-18,-4%,-4%,9%,-9%,-7,-1%,-8%
CCOC(=O)C1CCN(CC(O)COC(CC)c2ccccc2)CC1 (stereo unspecified),4,3%,-13%,3%,-1%,-8,-4%,6%
CCCCc1nnc(NC(=O)c2ccc(S(=O)(=O)N3CCOCC3)cc2)s1,-15,-4%,2%,-1%,24%,-13,.,-4%
CCCCN(C)c1nnc(NC(=O)Nc2ccc(Br)c(C)c2)s1,-4,.,0%,.,.,.,-20%,22%[9.22 µM]
CCOc1cc(CN2CCCC(CNC(=O)c3ccc(F)cc3)C2)ccc1OC (stereo unspecified),-16,-2%,3%,6%,18%,?,-19%,11%
Cc1ccc(NS(=O)(=O)c2ccc(C(=O)Nc3nncs3)cc2)cc1,0,-4%,-8%,-2%,5%,2,7%,-15%
CCOC(=O)C1(Cc2ccccc2)CCN(Cc2ccc(C3CCCCO3)s2)CC1 (stereo unspecified),-17,0%,-5%,13%,-13%,-6,25%,-26%
COc1ccc(CSc2nc3ccncc3n2CC(=O)Nc2ccc(C)c(F)c2)cc1,-10,.,-17%,.,.,.,11%,2%
CC(C)c1ccc(NC(=O)CCNS(=O)(=O)c2cc(Br)cnc2N)cc1,1,1%,1%,-6%,-3%,2,14%,11%
COC(=O)c1c(NC(=O)CCl)sc(C(=O)N2CCOCC2)c1C,1,4%,-4%,4%,0%,-2,25%,-1%
Cc1nnc(NC(=O)c2ccccc2NC(=O)c2ccccc2)s1,4,-9%,5%,4%,-5%,2,18%,4%
C[C@@H]1CN([C@@H](C)CO)C(=O)CCCn2nncc2CO[C@H]1CN(C)Cc1ccccc1C(F)(F)F,2,-10%,0%,7%,-18%,-4,-18%,13%
N#CC1=C(N)C(C#N)(C#N)C2(C(=O)Nc3ccccc32)C2CCCC=C12 (stereo unspecified),-10,1%,-3%,19%,-4%,9,7%,-15%
CCOc1ccc(NC(=O)CCn2cnc3onc(-c4ccc(F)cc4)c3c2=O)cc1,-11,.,-11%,.,.,.,-19%,10%
Cc1cc(F)ccc1NC(=O)CCS(=O)(=O)c1cc2c(cc1C)NC(=O)CO2,8,?,-11%,.,.,.,-16%,7%
CCN(CC)CCN(C(=O)Cn1nnc(-c2ccc(C)o2)n1)C(C(=O)NC(C)(C)C)c1cccs1 (stereo unspecified),8,-4%,0%,-9%,9%,3,1%,-15%
COc1ccc(CC(=O)N/N=C/c2cccs2)cc1OC,2,3%,-3%,5%,3%,11,-17%,14%
CCOc1ccc(NC(=O)CSc2nnc(CC)c(CC)n2)cc1,6,.,-9%,.,.,.,8%,?
C[N+](C)(C)CC(=O)N1CCN(c2ccc3ccccc3n2)CC1,2,-3%,0%,8%,5%,-9,-15%,2%
COc1ccc(N2CCN(CCCNC(=O)c3ccc(CS(=O)(=O)c4ccc(OC)cc4)o3)CC2)cc1,18,1%,-2%,8%,4%,-11,1%,4%
O=C(NCCN1CCCCC1)c1ccc(Cn2c(SCc3cccc(F)c3)nc3cccnc32)cc1,-17,.,11%,.,.,.,-30%,0%
CC(C)=C(NC(=O)c1ccccc1)C(=O)NCCc1nc2ccccc2[nH]1,5,4%,-3%,10%,7%,4,-12%,-19%
CC(C)(C)OC(=O)N1CCC[C@H]1C(=O)N/N=C/c1cccc2nccnc12,-3,2%,5%,6%,-11%,2,-18%,7%
COc1ccc(Nc2ccc(N3C(=O)CC(C)C3=O)cc2[N+](=O)[O-])cc1OC (stereo unspecified),5,1%,1%,3%,1%,-11,9%,-3%
N=c1ccn(CC(=O)NC(N)=O)c2ccccc12,-14,-3%,-10%,3%,14%,-7,19%,-23%
CC1CCN(C(=O)c2nc[nH]c2C(=O)OCCNC(=O)OC(C)(C)C)CC1,5,5%,-1%,-3%,2%,0,6%,-5%
CCOC(=O)Cn1c(=O)oc2cc(S(=O)(=O)Nc3cc(OC)cc(OC)c3)ccc21,-4,.,-3%,.,.,.,4%,11%
CCOC(=O)c1cc(-c2ccc(OC)cc2)n(CCC(=O)Nc2cccc(C(C)=O)c2)c1C,-3,.,-5%,.,.,.,3%,10%
CCOC(=O)c1ccc(N2C(=O)c3n[nH]c(C)c3C2c2ccc(CC)cc2)cc1 (stereo unspecified),-3,.,-12%,.,.,.,10%,?
COc1ccccc1CC(=O)Nc1ccc(S(=O)(=O)N2CCCC2)cc1,-1,0%,-8%,6%,0%,-17,-9%,0%
O=C(Nc1nnc(-c2ccco2)o1)c1ccc(Cl)cc1,0,11µM*,?,1%,-3%,5,7%,?
COc1ccc(-c2cc(C(=O)N3CCCCCC3)c3ccccc3n2)cc1OC,2,3%,2%,7%,-19%,11,18%,18%
COC(=O)c1cc(-c2ccc(OC)cc2)nc2nc(SC)[nH]c(=O)c12,6,0%,-23%,5%,24%,8,8%,-9%

# Molecules listed so far containing a tert-butyl group:
SMILES,DRD3 agonist,aSyn rescue,Abeta yeast res,EPAC2 ag,EPAC2 antagonist,DRD3 antagonist,FUS yeast rescue,TDP43 rescue
CCN(CC)CCN(C(=O)Cn1nnc(-c2ccc(C)o2)n1)C(C(=O)NC(C)(C)C)c1cccs1 (stereo unspecified),8,-4%,0%,-9%,9%,3,1%,-15%
CC(C)(C)OC(=O)N1CCC[C@H]1C(=O)N/N=C/c1cccc2nccnc12,-3,2%,5%,6%,-11%,2,-18%,7%
CC1CCN(C(=O)c2nc[nH]c2C(=O)OCCNC(=O)OC(C)(C)C)CC1,5,5%,-1%,-3%,2%,0,6%,-5%

# The listing continues:
SMILES,DRD3 agonist,aSyn rescue,Abeta yeast res,EPAC2 ag,EPAC2 antagonist,DRD3 antagonist,FUS yeast rescue,TDP43 rescue
COc1ccc(NC(=S)N2CCN(C/C=C/c3ccccc3)CC2)c(OC)c1,-1,0%,-27%,3%,-3%,1,-1%,2%
Cc1ccc(S(=O)(=O)N2CCOCC2)cc1NC(=O)Nc1ccc([N+](=O)[O-])cc1,-3,-6%,4%,8%,-6%,8,.,11%
Cc1nc2cc(CC(=O)O)ccc2o1,1,5%,12%,2%,-3%,21,-5%,-2%
CC(C)c1nnc2n1N=C(c1ccc(Cl)cc1)CS2,5,0%,-14%,11%,7%,4,4%,20µM*
COC(=O)c1ccc(C(=O)OC)c(NC(=S)N2CCC(N3CCCCC3)CC2)c1,7,-4%,-1%,13%,-4%,59,9%,6%
COc1ccc(C=C(C(=O)O)c2ccc(OC)cc2)cc1,2,-17%,-8%,1%,9%,-9,0%,-15%
Cc1cc(C)c(NC(=O)CS(=O)CC(=O)Nc2ccc(N3CCOCC3)cc2)c(C)c1 (stereo unspecified),4,5%,8%,6%,12%,-9,27%,-6%
O=C(O)c1cccc(NC(=O)c2ccc(Cl)c(S(=O)(=O)N3CCCCCC3)c2)c1,2,-5%,-7%,0%,-1%,-9,-25%,11%
CCNC(=O)c1ccc(CSc2nc3ccncc3n2Cc2ccc(F)cc2)cc1,-1,.,-4%,.,.,.,12%,-17%
Nc1ccc(C(=O)OCC(=O)N2CCc3ccccc3C2)cc1[N+](=O)[O-],4,16%,6%,-1%,1%,-14,33%,9%
CC(=O)N1c2ccc(S(=O)(=O)N(C)CC(=O)Nc3cccc(C)c3)cc2CC1C (stereo unspecified),7,-3%,-3%,14%,-2%,1,-6%,-28%
CCC(Oc1ccc(C)c(C)c1)C(=O)N1CCCN(C)CC1 (stereo unspecified),-9,2%,-10%,4%,3%,-14,10%,9%
COc1ccc2c(=O)c3c(=O)n(Cc4ccco4)c(-c4ccccc4)nc3oc2c1,-9,17%,-32%[inhibitor],-10%,6%,19,19%,-8%
NC(c1csc(NC(=O)Nc2cccc(Cl)c2)n1)c1ccccc1Cl (stereo unspecified),-20,-35%[inhibitor],-16%,16%,3%,-7,22%,4%
CN1CCC(N2CCN(C3CN(C4CCCCC4)S(=O)(=O)C3)CC2)CC1 (stereo unspecified),3,-1%,-3%,2%,13%,0,-27%,0%
CCNc1nc(NCC)nc(N/N=C/c2ccc(O)c(OC)c2)n1,3,-10%,6%,-2%,2%,-8,11%,3%
COc1ccc(CCNC(=O)C2CCCN(S(=O)(=O)c3ccc4c(c3)oc(=O)n4C)C2)cc1OC (stereo unspecified),10,.,-4%,.,.,.,-9%,11%
COc1cccc(NC(=O)COC(=O)Cn2c(C)csc2=O)c1,4,5%[1.84 µM],4%,8%,-5%,9,6%,14%
O=S(=O)(c1ccc2nc(Nc3ccccc3)ccc2c1)N1CCCCC1,-17,13%,29%,19%,11%,-30,?,15%
NS(=O)(=O)c1ccc(CCNCc2cc(Br)ccc2OCc2ccccc2F)cc1,-11,6%,7%,14%,-4%,-9,19%,0%
Cc1ccc(Cl)cc1N1CCN(C(=O)CSc2ccsc2[N+](=O)[O-])CC1,-5,0%,-14%,10%,0%,0,.,12%
Cc1cccc(C)c1OCc1cc(C(=O)N2CCN(C3CCCC3)CC2)no1,-28,14%,10%,2%,3%,16,.,21%
COc1cc(Cl)ccc1OCc1cc(C(=O)N2CC[C@@H]3CCCC[C@H]3C2)no1,-2,11%,25%,4%,-10%,4,32%,?
CCn1cc(C(=O)NCc2ccco2)c(=O)c2cc(S(=O)(=O)N3CCc4ccccc4C3)ccc21,-10,2%,13%,6%,-9%,-14,6.3µM*,-13%
CCCCCCCCCCOC(=O)NC1CCS(=O)(=O)C1 (stereo unspecified),1,7%,?,-18%,-22%,6,33%,29%
CCCCCn1cnc2sc(-c3ccccc3)cc2c1=O,3,9%,-21%,7%,17%,8,35%,-3%

# Some of the compounds tested; count on the stated rates, not on these rows.
